# Screens (PubChem)
# RGS4 act – potentiators or activators of RGS4; HEK293 M3R/inducible RGS4, carbachol calcium flux Fluo4; hits give low values; B-score at 10 µM; 310,000 compounds, 0.92% hits; AID 463111;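 active means B-score of the integrated calcium signal more than 4 SD below the library mean, with starting fluorescence not abnormally high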;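 further: negative B-score means reduced calcium response which marks RGS4 activation or potentiation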
#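 test system = HEK293 cells with stable M3R and inducible RGS4 | schedule = recording 10 s baseline at 1 Hz, 100 s post-agonist | technique = Fluo4-AM (2 µM) calcium-flux fluorescence, kinetic read | measure = Agonist-evoked peak-minus-minimum fluorescence over baseline, integrated ratio, B score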
# KCNK3 block – human KCNK3 channel inhibition, primary screen | O14649 | B-score at 10 µM | CHO-KCNK3 thallium flux, FluxOR fluorescence; hits give low values | AID 602410 | 340,000 compounds, 0.84% hits;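 active means B-score under library mean minus 4 SD, starting fluorescence ratio at most library mean plus 5 SD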;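 further: more negative B-score means stronger inhibition of thallium flux through KCNK3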
# SKKanGAS inh – inhibitors of SKKanGAS S. pyogenes growth in kanamycin (SK-promoter or general growth effect); inhibition, % at 7.5 µM; 300,000 compounds, 1.3% hits; BacTiter-Glo, 6 h;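 active means mean replicate score, as percent of positive control median, at least 50; inconclusive means mean below 50 but one replicate at or above 50; inactive means mean and every replicate below 50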;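 further: strain carries kanamycin resistance gene driven by streptokinase promoter and grows in 40 µg/ml kanamycin; loss of luminescence reflects streptokinase promoter inhibition or plain growth inhibition; 0% = median of DMSO wells and 100% = positive control at its reference dose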
# RGS4 block – inhibitors of human RGS4. P49798. HEK293 M3R/RGS4 inducible, Fluo-4 calcium flux; hits give high values; triggered by carbachol at its EC20. B-score at 10 µM. 310,000 compounds, 0.45% hits;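 active means B-score, a plate-corrected calcium signal, over three deviations above library mean, with baseline fluorescence within five deviations of library mean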;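 further: RGS4 expression induced by doxycycline in cells with stable M3 receptor; B-score is computed from the integrated fluorescence ratio over baseline after carbachol; higher B-score means a larger calcium signal and so more RGS4 inhibition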
# Target sequence (P49798 whole entry, looked up): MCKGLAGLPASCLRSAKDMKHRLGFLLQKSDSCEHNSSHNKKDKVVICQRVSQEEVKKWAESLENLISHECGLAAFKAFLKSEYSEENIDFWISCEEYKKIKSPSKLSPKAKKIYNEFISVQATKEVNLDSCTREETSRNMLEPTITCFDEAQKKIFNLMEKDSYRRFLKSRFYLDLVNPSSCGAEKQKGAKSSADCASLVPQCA
# KCNK9 inh – human KCNK9 channel inhibition; B-score at 10 µM; Q9NPC2; HEK293 KCNK9, FluxOR thallium flux fluorescence; hits give low values; 310,000 compounds, 1.2% hits;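 active means ratio B-score over 3 SD below the library mean, with starting fluorescence within 5 SD of its mean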;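 further: negative B-score means less thallium flux so channel inhibition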
# Target sequence (Q9NPC2 whole entry, looked up): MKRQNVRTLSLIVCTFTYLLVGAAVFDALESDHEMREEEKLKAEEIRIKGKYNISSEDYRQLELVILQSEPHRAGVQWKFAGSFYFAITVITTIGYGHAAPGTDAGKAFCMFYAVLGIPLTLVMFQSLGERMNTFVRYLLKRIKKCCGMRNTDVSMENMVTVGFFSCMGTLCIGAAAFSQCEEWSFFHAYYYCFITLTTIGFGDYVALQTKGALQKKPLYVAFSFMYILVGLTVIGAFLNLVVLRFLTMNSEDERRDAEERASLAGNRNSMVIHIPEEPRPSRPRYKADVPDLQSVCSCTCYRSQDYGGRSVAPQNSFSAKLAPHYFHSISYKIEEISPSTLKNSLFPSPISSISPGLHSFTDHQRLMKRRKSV
# KCNQ1 act – human KCNQ1 channel potentiation or activation | P51787 | CHO-K1 KCNQ1, thallium flux FluxOR fluorescence; hits give high values | B-score at 10 µM | 310,000 compounds, 0.35% hits | AID 2648;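 active means fluorescence ratio B-score, a plate-corrected score, at least three library SD, with initial intensity B-score within 5 SD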
#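 Material: CHO-K1 cells stably expressing KCNQ1. Medium: assay buffer for compound exposure, DMSO matched across wells. Reagent: K+/Tl+ depolarizing stimulus. Compound dosing: single-concentration screen. Times: 37 °C overnight plating, 90-min dark dye load, 20-min compound pretreatment. Technique: FluxOR Tl+ flux fluorescence.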
# hERG protect – compounds protecting human hERG from proarrhythmic drug block | Q12809 | CHO-hERG, FluxOR thallium flux, dofetilide IC70 present | 310,000 compounds, 0.51% hits | activation (rescue from dofetilide block), less the hit threshold, % at 10 µM;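 active means activation above the mean of controls blocked by dofetilide plus 5 SD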;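 further: thallium influx through hERG after potassium depolarization seen as dye fluorescence rise; in these data hits start at about 4.7%; inactives centre near -7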
# ANO1 activ – mouse TMEM16A channel activation, primary screen; Q8BHY3; HEK293 TMEM16A/YFP-H148Q/I152L, iodide quench fluorescence; hits give low values; B-score at 10 µM; 340,000 compounds, 0.3% hits;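 active means fluorescence-ratio B-score plate-corrected deviation score at least 3 library SD below zero, with starting fluorescence score within 5 deviations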;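 further: channel opened by trigger with iodide after compound preincubation; score built on the fluorescence ratio of max minus min over baseline; more negative score means more quench and so TMEM16A activation or potentiation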
# HDAC3 inh – human HDAC3 inhibition; O15379; recombinant HDAC3, fluorogenic peptide/trypsin coupled, fluorescence; inhibition, % at 8.3 µM; 320,000 compounds, 0.15% hits; AID 2718; in the data active means inhibition above about 26%, passing the limit was not always enough; inconclusive means no clear call, values can overlap the other calls
# Target sequence (O15379 whole entry, looked up): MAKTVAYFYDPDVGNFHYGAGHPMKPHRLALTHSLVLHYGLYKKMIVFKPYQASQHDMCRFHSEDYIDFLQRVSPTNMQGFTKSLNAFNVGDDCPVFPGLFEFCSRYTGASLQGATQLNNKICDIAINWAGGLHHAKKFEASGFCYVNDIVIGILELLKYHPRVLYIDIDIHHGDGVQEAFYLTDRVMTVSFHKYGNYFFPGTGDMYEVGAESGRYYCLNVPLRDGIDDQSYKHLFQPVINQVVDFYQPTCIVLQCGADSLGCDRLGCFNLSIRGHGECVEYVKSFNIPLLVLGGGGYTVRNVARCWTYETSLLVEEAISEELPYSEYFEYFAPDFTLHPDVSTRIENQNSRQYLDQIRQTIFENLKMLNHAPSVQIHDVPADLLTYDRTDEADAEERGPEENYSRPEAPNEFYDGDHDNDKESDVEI
# ANO1 block – blocks the mouse calcium-activated chloride channel TMEM16A; Q8BHY3; HEK293 TMEM16A/YFP iodide influx fluorescence, ionomycin; normalized B-score (activity score, 25-100; higher = stronger inhibition) at 10 µM; 310,000 compounds, 1.2% hits; AID 588511;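 active means ratio plate-corrected score three or more library SD toward inhibition, starting fluorescence score within five deviations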;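 further: score derived from kinetic fluorescence span divided by baseline fluorescence per well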
# KCNQ1 inh – inhibitors of human KCNQ1 potassium channel; P51787; CHO-K1 KCNQ1, FluxOR thallium flux fluorescence; hits give high values; B-score at 10 µM; 310,000 compounds, 1.3% hits; AID 2642;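 active means compounds whose thallium flux B-score, printed positive for inhibition, exceeds three library SD while starting fluorescence stays within three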;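 further: channel opened by potassium depolarization with thallium stimulus after 20 min compound exposure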
# * = called active by the depositor; i = inactive; ? = inconclusive; / = no result given.
# Values run as follows: HDAC3 inh | hERG protect | ANO1 activ | SKKanGAS inh | KCNK3 block | KCNQ1 inh | RGS4 act | RGS4 block | ANO1 block | KCNK9 inh | KCNQ1 act
COc1ccc2[nH]c3c(c2c1)CCN1C(=O)N([C@@H](C)C(=O)NCCc2ccc(OC)c(OC)c2)C(=O)[C@]31C
  2 | -11 | i | 1 | i | i | i | i | i | i | i
O=S(=O)(CCN1CCCCC1)Oc1ccc(Cl)cc1Cl
  / | -12 | i | -9 | i | i | i | i | i | i | i
S=C(NCCc1ccccc1)Nc1ccccc1
  3 | -7 | i | 2 | i | i | i | i | i | i | i
COc1c(O)cccc1/C=N/NC(=O)Cn1ccnc1C
  -5 | -9 | i | -6 | i | i | i | i | i | i | i
CCN(CC(=O)Nc1c(F)cccc1F)C(=O)c1ccc(N2CCCC2=O)cc1
  -10 | -18 | i | 20 | i | i | i | i | i | i | i
C=CCNC(=S)N/N=C/c1ccc(-c2cccc([N+](=O)[O-])c2)o1
  5 | -11 | i | -6 | i | i | i | i | i | i | i
Cc1ccc(Cl)c(NC(=O)CN2CCN(C=O)CC2)c1
  -1 | -11 | / | 8 | / | i | i | i | i | i | i
Cc1cccc(-c2nnn3c2nc(NCCc2ccc(S(N)(=O)=O)cc2)c2ccccc23)c1
  -8 | -1 | i | 7 | i | i | i | i | i | i | i
CC(=O)c1ccccc1C(=O)N1CCCC(CCC(=O)N2CCN(c3ccccn3)CC2)C1 (stereo not drawn)
  2 | -8 | i | 2 | i | i | i | i | i | i | i
CCOC(=O)c1c(NC(=O)CN(C)C)sc(C(=O)N(CC)CC)c1C
  2 | -7 | i | 5 | i | i | i | i | i | i | i
CC(C)n1nnnc1-c1ccc(Cl)cc1
  0 | -10 | i | -1 | i | i | i | i | i | i | i
Cc1cc(Nc2nnnn2-c2ccccc2)n(-c2ccc(Cl)cc2)n1
  10 | -8 | i | 7 | i | i | i | i | i | i | i
COc1ccc(NS(=O)(=O)c2ccc3c(c2)[C@H]2C=CC[C@H]2[C@@H](c2ccc(C(=O)O)cc2)N3)cc1
  -3 | -13 | i | 22 | i | i | i | i | i | i | i
CCC(=O)Nc1ccc(CCC(=O)N2CCCC2)cc1
  2 | -5 | i | -16 | i | i | i | i | i | i | i
CCc1nnc(NC(=O)CS(=O)(=O)c2ccccc2)s1
  -2 | -3 | i | 0 | i | i | i | i | i | i | i
Cc1cc(C)nc(NS(=O)(=O)c2ccc(NC(=O)c3ccccc3C)cc2)n1
  2 | -2 | i | -5 | i | i | i | i | i | i | i
O=C(Nc1cc(Cl)cc(Cl)c1)C1C2C=CC3(O2)C1C(=O)N(CCCN1CCOCC1)C3C(=O)NC1CCCCC1 (stereo not drawn)
  0 | -12 | i | -1 | i | i | i | i | i | i | i
CC(=O)Nc1ccc(NC(=O)C(C)OC(=O)CC2CCCCC2)cc1 (stereo not drawn)
  2 | -15 | i | -7 | i | i | i | i | i | i | i
O=C(NCc1ccccc1)c1cccc(COc2ccc3c(c2)CCC3)c1
  9 | -8 | i | -6 | i | 7* | i | i | i | i | i
O=C(NC(=S)Nc1ccc(N2CCCCC2)cc1)c1ccc2c(c1)OCCO2
  -2 | -6 | i | 2 | i | i | i | i | i | i | i
COc1ccc2c(c1[N+](=O)[O-])CCC/C2=N/OC(=O)c1ccccc1SC
  7 | -10 | i | 7 | i | i | i | i | i | i | i
Cc1ccccc1C(=O)NNC(=O)c1cc(N)cc([N+](=O)[O-])c1
  -10 | -8 | i | -2 | i | i | i | i | i | i | i
Cc1cc(C)n2cc(CSc3nc4ccccc4s3)nc2n1
  / | -5 | i | -7 | i | i | i | i | i | i | i
C/C(=N\NC(=O)c1nnn(-c2nonc2N)c1-c1ccccc1)c1ccco1
  10 | -6 | i | / | i | i | i | i | i | i | i
COc1ccc(NC(=O)CN(C)C(=O)c2c(-c3c(F)cccc3Cl)noc2C)cc1
  0 | -14 | i | -4 | i | i | i | i | i | i | i
Cc1ccc(NC(=O)Cc2ccc3c(c2)CCCC3)cc1C
  1 | -4 | i | 9 | i | i | i | i | i | i | i
O=C(Nn1cnc2ccccc2c1=O)c1ccc([N+](=O)[O-])cc1
  10 | -5 | i | -13 | i | i | i | i | i | i | i
Cc1cc(C(=O)N/N=C/c2cccc([N+](=O)[O-])c2)c(C)o1
  -10 | -7 | i | -3 | i | i | i | i | i | i | i
CC1COC(C)(CC(=O)NN2C(=O)c3ccccc3C2=O)O1 (stereo not drawn)
  -9 | -4 | i | -7 | i | i | i | i | i | i | i
CC1CCCCN1C(=O)c1ccccc1OC1CCN(S(C)(=O)=O)CC1 (stereo not drawn)
  -4 | -7 | i | 8 | i | i | i | i | i | i | i
Cc1cccc(C)c1NC(=O)CN(C)C(=O)c1ccc(-c2cccc(C(F)(F)F)c2)o1
  -2 | -11 | i | -1 | i | i | i | i | i | i | i
COc1ccccc1CN1C(=O)CN(C2CCCCCC2)C(=O)C1c1ccc(F)cc1 (stereo not drawn)
  -2 | -12 | i | 6 | i | i | i | i | i | i | i
COc1ccc(-c2[nH]c(-c3ccccc3)nc2SCC(=O)NC2CCCC2)cc1
  -7 | -17 | i | 2 | i | i | i | i | i | i | i
CCc1ccccc1N(CC(=O)NC(C)(C)CC)C(=O)CCC(=O)Nc1nccs1
  2 | -3 | i | 5 | i | i | i | i | i | i | i
Cc1c(C(=O)N2CCC(C(N)=O)CC2)oc2ccc(Br)cc12
  -4 | -16 | i | -6 | i | i | i | i | i | i | i
C=CCNC(=S)NNC(=O)c1ccncc1
  5 | -19 | i | 5 | i | i | i | i | i | i | i
O=S(=O)(NCC1CCCO1)c1ccc(Br)cc1 (stereo not drawn)
  8 | -12 | i | -1 | i | i | i | i | i | i | i
COc1cccc(NC(=O)CN(C)C(=O)CNC(=O)c2ccc3ccccc3c2)c1
  -1 | -9 | i | -6 | i | i | i | i | i | i | i
CCC1CCCCN1C(=O)Nc1cccc(NC(=O)N2CCCCC2CC)c1 (stereo not drawn)
  -3 | -1 | i | 5 | -11* | i | i | i | i | -7.7* | i
O=C(c1cc(F)ccc1F)C1CCCN(C(=O)CCc2cnccn2)C1 (stereo not drawn)
  ? | -10 | i | -3 | i | i | i | i | i | i | i
Cc1csc(NC(=O)Nc2cccc(Cl)c2)n1
  6 | -5 | i | -4 | i | 6* | i | i | i | i | i
CCC(C)Sc1nc2ccccc2c(=O)[nH]1 (stereo not drawn)
  -2 | 0 | i | -14 | i | i | i | i | i | i | i
COc1ccc(S(=O)(=O)N(CC(=O)NCc2cccnc2)c2ccc(F)cc2)cc1OC
  5 | -19 | / | -5 | / | i | i | i | i | i | i
COC/C=C/C1=CC2=CC(=O)C(C)(OC(=O)c3cccs3)C(=O)C2=CO1 (stereo not drawn)
  -2 | -1 | / | 5 | / | i | i | i | i | i | i
COc1ccc(NC(=O)C(=O)NCCN2CCN(C(=O)c3ccc(C(C)(C)C)cc3)CC2)cc1
  9 | -6 | i | -1 | i | i | i | i | i | i | i
COc1ccc(-c2cn3cccc(C)c3n2)cc1Br
  -4 | -6 | i | -18 | i | i | i | i | i | i | i
O=C(Cn1c(=O)sc2ccccc21)OC(CCl)CCl
  -5 | -18 | i | 3 | i | i | i | i | i | i | i
COc1ccc(OC)c(-c2nc(CN3CCN(C(=O)c4ccco4)CC3)c(C)o2)c1
  -3 | -8 | i | 4 | i | i | i | i | i | i | i
COc1cccc(S(=O)(=O)NCc2ccc(C(=O)N3CCN(c4ccccc4)CC3)cc2)c1
  3 | -5 | i | -3 | i | i | i | i | i | i | i
COc1ccccc1NC(=O)c1ccc(-c2nn(C)c(=O)c3ccccc23)cc1
  8 | -19 | i | 6 | -9.9* | i | i | i | i | i | i
Cc1ccccc1NC(=O)CCc1c(C)nn(-c2ccc(N3CCCCC3)nn2)c1C
  -2 | -13 | i | -11 | i | i | i | i | i | i | i
Cc1cnc(CN(C)C(=O)C2CCC(=O)N(CCc3ccccc3)C2)[nH]1 (stereo not drawn)
  -1 | -5 | i | 4 | i | i | i | i | i | i | i
COc1ccc(CN2CCN(C(=O)CCC(=O)Nc3nnc(C4CCCCC4)s3)CC2)cc1F
  -2 | -15 | i | 3 | i | i | i | i | i | i | i
O=C(O)c1nnn(-c2ccc([N+](=O)[O-])cc2)c1-c1ccccc1
  2 | -5 | i | -4 | i | i | i | i | i | i | i
COc1ccc(NC(=O)c2cc3ccc(O)cc3o/c2=N\O)cc1
  4 | -5 | i | -4 | i | i | i | i | i | i | i
CC1(C)CCN2CCC(C)(C)c3c(O)ccc1c32
  5 | -8 | i | 24 | i | 11* | i | i | i | i | i
COc1ccc(C(=O)NCCCNC(=O)c2cccnc2)cc1OC
  5 | -6 | i | 3 | i | i | i | i | i | i | i
CCCCNC(=O)C(=O)N/N=C/c1ccc(OCc2ccccc2)cc1
  1 | 0 | i | -5 | i | i | i | i | i | i | i
Cc1cccc(NC(=O)C2CCCN(S(=O)(=O)c3cccc4nonc34)C2)c1 (stereo not drawn)
  4 | -7 | i | -7 | i | i | i | i | i | i | i
COC(=O)c1ccc(C(C(=O)NCc2ccccc2)N(Cc2cccs2)C(=O)c2cnccn2)cc1 (stereo not drawn)
  1 | -21 | i | 2 | i | i | i | i | i | i | i
COC(=O)c1ccccc1NC(=S)NC(=O)COc1ccc(C(C)C)cc1
  8 | -5 | i | 2 | i | i | i | i | i | i | i

# Entries shown so far containing two or more sulfur atoms, in the order listed:
# Values run as follows: HDAC3 inh | hERG protect | ANO1 activ | SKKanGAS inh | KCNK3 block | KCNQ1 inh | RGS4 act | RGS4 block | ANO1 block | KCNK9 inh | KCNQ1 act
CCc1nnc(NC(=O)CS(=O)(=O)c2ccccc2)s1
  -2 | -3 | i | 0 | i | i | i | i | i | i | i
Cc1cc(C)n2cc(CSc3nc4ccccc4s3)nc2n1
  / | -5 | i | -7 | i | i | i | i | i | i | i
